High-throughput results: PubChem, Broad Institute
RAD54 branch: inhibitors of human RAD54 branch migration, primary screen, biochemical, fluorescence, single point; DNA repair and recombination protein RAD54-like (Homo sapiens), Q92698; RAD54 Holliday junction branch migration, FAM/BHQ fluorescence; inhibition, % at 10.4 µM; actives 0.14% (n = 360,000);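 active = mean normalized replicate activity at least 40 and at least half of replicates scoring 40 or more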;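 note: 0% = median of neutral control wells and 100% = median of positive control wells; inhibitors cause a drop in the FAM fluorescence signal; in these data hits start at about 50%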
Target sequence (Q92698 whole entry, looked up): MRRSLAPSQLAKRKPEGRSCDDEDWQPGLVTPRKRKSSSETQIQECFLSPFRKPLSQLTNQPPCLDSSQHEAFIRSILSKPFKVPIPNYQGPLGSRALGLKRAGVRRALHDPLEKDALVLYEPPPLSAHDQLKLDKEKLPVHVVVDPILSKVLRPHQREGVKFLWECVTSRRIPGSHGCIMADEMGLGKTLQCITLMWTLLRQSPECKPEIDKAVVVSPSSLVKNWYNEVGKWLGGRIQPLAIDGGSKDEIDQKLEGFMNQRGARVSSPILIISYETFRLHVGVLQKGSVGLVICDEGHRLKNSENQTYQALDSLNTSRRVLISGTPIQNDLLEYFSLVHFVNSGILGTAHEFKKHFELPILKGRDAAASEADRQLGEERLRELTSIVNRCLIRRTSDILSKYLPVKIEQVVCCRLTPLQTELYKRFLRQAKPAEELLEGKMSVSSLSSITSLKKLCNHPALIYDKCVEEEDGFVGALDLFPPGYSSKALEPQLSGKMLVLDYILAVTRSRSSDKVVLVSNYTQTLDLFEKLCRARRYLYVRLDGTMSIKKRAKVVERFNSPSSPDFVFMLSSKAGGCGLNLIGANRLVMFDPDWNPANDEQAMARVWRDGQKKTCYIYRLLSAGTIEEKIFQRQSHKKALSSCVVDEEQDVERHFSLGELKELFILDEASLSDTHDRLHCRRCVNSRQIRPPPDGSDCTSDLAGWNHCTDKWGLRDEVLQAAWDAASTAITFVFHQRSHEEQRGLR
INS-1E GSIS act: GLuc luminescence reporter in INS-1E cells, primary screen for activators of glucose-dependent secretion of insulin. INS-1E GLuc reporter insulin secretion, 2-3 h. activation, % at 16.6 µM. actives 0.61% (n = 370,000). AID 743287, 2014;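 active = lowest replicate activation of at least 40%, so every replicate reaches that level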;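 note: 0% = median of neutral control wells and 100% = median of IBMX positive control wells; some compounds called inactive have numbers as strong as hits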
Active calls of the source: *.

| SMILES | RAD54 branch | INS-1E GSIS act |
| --- | --- | --- |
| CCOc1ccc(CCNC(=O)C2CCC(=O)N2CCc2ccccc2)cc1OCC (configuration not stated) | 0 | 11 |
| Cc1ccc(-c2nnn(CC(=O)N(CC(=O)NCc3ccccc3)c3cccc(C)c3C)n2)o1 | -5 | -30 |
| COc1cc(OC)cc(C(=O)NCc2n[nH]c(=S)n2-c2ccccc2OC)c1 | 7 | 19 |
| O=S(=O)(NCc1ccccc1)c1cccc2nonc12 | 1 | 27 |
| Cc1nc2ncnn2c(C)c1CCC(=O)N1CC(C)CC(C)C1 (configuration not stated) | 13 | 11 |
| CCCCCC(C(=O)O)C(C)CC(=O)NC1CCCCC1 (configuration not stated) | -5 | 1 |
| COc1cccc(C2=NOC(C(=O)Nc3ccc(OC)c(OC)c3)C2)c1 (configuration not stated) | -1 | 33 |
| COc1ccc(N(Cc2cc3cc(OC)ccc3[nH]c2=O)S(C)(=O)=O)cc1 | -2 | 12 |
| N/C(Cc1cccs1)=N\OC(=O)COc1ccccc1 | -15 | 28 |
| CCc1ccc2[nH]c(=O)c(C(c3nnnn3Cc3ccc(OC)cc3)N3CCOCC3)cc2c1 (configuration not stated) | -16 | 3 |
| N#CC(C(=O)NC1CC1)c1nc2ccccc2nc1N1CCN(C/C=C/c2ccccc2)CC1 (configuration not stated) | 10 | -2 |
| COC(=O)c1cccc(NC(=O)/C(=C\c2ccccc2)NC(=O)c2ccccc2Cl)c1 | -8 | 9 |
| COc1cc(C(=O)NCc2cn3ccsc3n2)cc(OC)c1OC | 3 | 11 |
| O=C(CC1C(=O)OCN1C(=O)OCc1ccccc1)OCC(=O)c1ccccc1 (configuration not stated) | -12 | -4 |
| Cc1ccc(NC(=O)Cn2cnc3sc(C(=O)NCc4ccco4)c(C)c3c2=O)cc1Cl | -9 | -8 |
| Cn1c(SCc2nnc(-c3ccccc3Br)o2)nc2sc3c(c2c1=O)CCC3 | 9 | -16 |
| CC1(C(=O)CSc2nc3ccccc3[nH]2)CCC(=O)O1 (configuration not stated) | -4 | 10 |
| Cn1c(SCCCC(=O)c2ccc(F)cc2)nnc1-c1ccncc1 | -13 | 13 |
| O=C(O)C1C2C=CC3(CN(Cc4ccncc4)C(=O)C13)O2 (configuration not stated) | -5 | -1 |
| COc1ccc(S(=O)(=O)N(C)CC(=O)NC2CCCCC2)cc1OC | 4 | 9 |
| CCOC(=O)CNC(=O)C(NC(=O)C1CCC(C)CC1)C(C)CC (configuration not stated) | 4 | 0 |
| COc1ccccc1NC(=O)c1cc(Cl)ccc1NC(=O)c1ccco1 | -40 | 5 |
| NC(=O)COc1ccc(C2c3c(oc4ccccc4c3=O)C(=O)N2CC2CCCO2)cc1 (configuration not stated) | -1 | 0 |
| CC(C)Oc1ccc(Br)cc1/C=N\NC(N)=S | 9 | 0 |
| CCOC(=O)N1CCN(c2nc(=S)n(-c3ccccc3)c(C)c2C(C)=O)CC1 | -15 | 11 |
| COc1ccccc1N1CCN(c2nc(C)nc3c2oc2ccccc23)CC1 | -7 | -32 |
| Cc1c(Br)c(=O)[nH]c(=O)n1COCc1ccccc1 | -3 | 0 |
| O=C(C1COc2ccccc2O1)N1CCN(c2ccccc2F)CC1 (configuration not stated) | 5 | -5 |
| Cn1c(=O)c2c3c(sc2n2c(SCC(N)=O)nnc12)CC(C(C)(C)C)CC3 (configuration not stated) | -2 | -20 |
| COc1ccc(-c2cc(C(=O)N3CC4(C)CC3CC(C)(C)C4)no2)cc1 (configuration not stated) | 0 | -14 |
| CCn1c(Cc2ccccc2)nnc1SCC(=O)Nc1ccc2c(c1)OCCO2 | 2 | 22 |
| CCCN1C(=O)/C(=C/c2ccc(C)s2)SC1=Nc1ccc(OC)cc1 | -16 | 3 |
| Cc1ccc(S(=O)(=O)NCC(=O)OC(C)C(=O)Nc2ncc(Cl)cc2Cl)cc1 (configuration not stated) | 2 | -29 |
| Cc1cc(C)nc(NC(=O)c2ccc(Cl)c(Cl)c2)n1 | -5 | 0 |
| CC(=O)Nc1cccc(OC(=O)N2CCOCC2)c1 | -6 | 3 |
| O=S(=O)(c1ccccc1)N(Cc1nc(-c2ccccc2)no1)C1CCCCC1 | 3 | 1 |
| Cc1nn(CC(=O)NCCc2ccc(Cl)cc2)c(C)c1[N+](=O)[O-] | -3 | -20 |
| Cc1ccc(-n2ncc3c(NCCCOC(C)C)ncnc32)c(C)c1 | -3 | -4 |
| O=C(CCN1CCCCC1c1cccnc1)NCc1ccccc1 (configuration not stated) | -6 | 7 |
| Cc1n[nH]c(C)c1C(=O)CC1(O)C(=O)N(CCc2ccccc2)c2ccc(Br)cc21 (configuration not stated) | 2 | -4 |

Record cards, as listed above. Values in the order: RAD54 branch | INS-1E GSIS act
`O=C(C1COc2ccccc2O1)N1CCN(c2ccccc2F)CC1` (configuration not stated) in the list: 5 | -5
`CC(C)Oc1ccc(Br)cc1/C=N\NC(N)=S` in the list: 9 | 0

Going on with the list.
| SMILES | RAD54 branch | INS-1E GSIS act |
| --- | --- | --- |
| COc1cc(/C=C2/SC(=O)N(Cc3ccccc3Cl)C2=O)ccc1OCc1ccncc1 | -5 | -15 |
| O=C(Nc1ccccc1C(F)(F)F)c1cc(-c2ccccc2O)on1 | 1 | 3 |
| O=C(Cn1c(NCCO)nc2ccccc21)c1cccs1 | 3 | -3 |
| CCC(=O)NC1=C(C#N)C2(CCCC2)Cc2ccccc21 | 0 | 0 |
| CCOc1nc(C)ccc1-c1noc(C)n1 | 5 | 17 |
| O=C(NCCc1ccncc1)Nc1ccccc1Cl | 11 | 39 |
| COc1ccc(OC)c(Nc2nc3nonc3nc2N2CCCCC2)c1 | -6 | 33 |
| CCc1ccc(NC(=O)C(C)Oc2nnc(-c3cccs3)c(-c3cccs3)n2)cc1 (configuration not stated) | -7 | -20 |
| CCOc1ccc(OCCOCCOc2c(Cl)cccc2Cl)cc1 | -7 | -27 |
| COc1ccc(NC(=O)C2CC(=O)n3ncnc3N2)cc1 (configuration not stated) | -5 | 24 |
| CC(c1ccco1)N(C(=O)COc1ccccc1[N+](=O)[O-])c1ccccn1 (configuration not stated) | -2 | 5 |
| N#C/C(=C\C=C\c1ccccc1[N+](=O)[O-])c1nc(-c2ccc3c(c2)OCO3)cs1 | -4 | -7 |
| Cn1c(N)c(C(=O)COC(=O)C2(c3ccc(Cl)cc3)CCCC2)c(=O)n(C)c1=O | -4 | -20 |
| Cc1ccc(S(=O)(=O)Nc2ccc3c(c2)ncn3C(C)(C)C)cc1 | -10 | 4 |
| O=C(NC1CCCCC1)C(c1ccc(F)cc1)N(Cc1ccc2c(c1)OCO2)C(=O)c1cnsn1 (configuration not stated) | -3 | -16 |
| Cc1nnc(NC(=O)COc2ccccc2)s1 | -2 | 32 |
| O=C(CCl)Nc1cccc2ncccc12 | -8 | 12 |
| CCN(CC)CCCC1(CN)OCCc2ccccc21 (configuration not stated) | 5 | 19 |
| Cn1c(=O)c2c(n(Cc3ccccc3)c1=O)NC(=O)C2CC(=O)NCc1cccc(Cl)c1 (configuration not stated) | -3 | -8 |
| O=C(Nc1ccccc1Cl)NC1(C(=O)N2CCCCC2)CCCCC1 | -8 | -3 |
| O=C(O)C1CCCCC1C(=O)NCCc1c[nH]c2ccccc12 (configuration not stated) | 6 | 10 |
| COc1ccc(CCN(C)CCC(=O)Nc2c(C)cc(C)cc2C)cc1OC | 0 | 17 |
| Cc1cc(C)c(C)c(S(=O)(=O)NCC(=O)Nc2sc3c(c2C(N)=O)CCCC3)c1C | 3 | -24 |
| Cc1cc(C)cc(Oc2nn[nH]n2)c1 | -1 | 15 |
| COc1cccc(/C=C2\C(=O)C(=O)c3ccccc32)c1 | 9 | -3 |
| O=CNC(Cc1ccccc1)C(=O)O (configuration not stated) | -7 | 33 |
| O=C(NCc1ccco1)c1cc2nc(C3CC3)cc(C(F)(F)F)n2n1 | -1 | 35 |
| O=C(Nc1nccs1)c1cc2sccc2n1Cc1ccc(F)cc1 | -7 | 9 |
| Cc1cccc(-c2cc3nc4c(c(N5CCCC(O)C5)n3n2)CCC4)c1 (configuration not stated) | -9 | 86* |
| O=C(OCC(=O)N1CCN(c2ccccc2)CC1)c1ccc2ccccc2n1 | 1 | -5 |
| O=C(NCCSc1ccccc1)c1cccnc1 | 3 | 11 |
| CCc1ccc(CC2S/C(=C(\C#N)C(C)=O)NC2=O)cc1 (configuration not stated) | -13 | -22 |
| Cc1cc(NC(=O)CN2CCN(c3ccc(O)cc3)CC2)no1 | -2 | -10 |
| CCn1cc(NC(=O)Nc2ccc(OC)c(OC)c2)c(C(N)=O)n1 | -20 | -1 |
| CC1(C)SC(=S)N(/N=C/c2ccc(O)cc2)C1N(O)C(=O)Nc1ccc([N+](=O)[O-])cc1 (configuration not stated) | 8 | -22 |
| COc1cc(C(=O)NCC(C)C)c([N+](=O)[O-])cc1OC | -5 | -10 |
| COc1ccc(-c2nnc(SCC(=O)Nc3cc(S(=O)(=O)N4CCCCC4)ccc3Cl)n2N)cc1 | 6 | -16 |
| O=C(COC(=O)c1ccc(F)cc1)Nc1ccccc1N1CCOCC1 | -3 | 23 |
| CC(C(=O)Nc1ccccn1)N1C(=O)C2C3C=CC(C3)C2C1=O (configuration not stated) | -14 | 10 |
| O=C1c2ccccc2C(=O)N1CCC(c1ccc(F)cc1)c1ccco1 (configuration not stated) | -2 | 43* |

The listing continues:
Order of values – RAD54 branch | INS-1E GSIS act
- CCN(CC)S(=O)(=O)c1ccc2c(c1)nc(CCC(=O)OCC(=O)N1CCc3ccccc31)n2C
 : 4 | -11
- COCc1cc(C)nc(SCC(=O)N2CCC(C)CC2)c1C#N
 : -1 | 15
- Cc1ccc(S(=O)(=O)N(CC(=O)N2CCCCC2)c2cccc(C)c2)cc1
 : -4 | 6
- CCOc1ccc(-n2c(SCC(=O)Nc3cc(C)on3)nnc2-c2c[nH]c3ccccc23)cc1
 : -4 | 6
- COCCNC(=O)Cn1nc(C(F)(F)F)cc1C
 : -1 | -3
- Cc1ccc(-n2c(CNc3ccc(F)cc3)nnc2SCC(N)=O)cc1
 : 2 | 13
- COc1cc(C2C3C(=O)N(c4ccccc4)C(=O)C3ON2c2ccccc2)cc(OC)c1OC (configuration not stated)
 : -11 | 1
- CC(NC(=O)c1ccccc1)c1nc2ccccc2n1Cc1ccc(C#N)cc1 (configuration not stated)
 : -2 | 13
- CC(C)CN(CC(C)C)S(=O)(=O)N1CCC(C(=O)N2CCc3ccccc3C2)CC1
 : 0 | 2
- Cc1ccc(C)c(-c2nc3ccc(N)cc3[nH]2)c1
 : 8 | -3
- CC(/C=C(\NC(=O)c1ccccc1)C(=O)N=Nc1c(O)[nH]c2ccc(C)cc12)=C\c1ccccc1
 : 1 | -30
- CCC(C)Oc1cccc(OCCCCN2C(=O)NC(C)(C)C2=O)c1 (configuration not stated)
 : 12 | -8
- O=C(c1cccc(Cl)c1)c1nn(-c2ccccc2)c(=O)cc1C(F)(F)F
 : -2 | -25
- COc1cc(NC(=O)COC(=O)c2nc3nc(C)cc(C)n3n2)cc(OC)c1
 : 11 | 21
- CCNC(=O)c1ccc(-n2nc(C(F)(F)F)c3c2CCCC3)cc1
 : -1 | -22
- Cc1ccc2[nH]c3c(=O)n(CCN4CCNCC4)cnc3c2c1
 : 16 | -2
- CCNc1nc(OC)nc(Oc2ccc(=O)n(-c3ccccc3)n2)n1
 : 10 | 16
- Cc1ccc(-c2nn(Cc3ccccc3)cc2/C=C/C(=O)O)cc1C
 : -8 | -1
- CCC(=O)Nc1ccc(S(=O)(=O)NCC2CCCO2)cc1 (configuration not stated)
 : 7 | 27
- CC(C)C(=O)Nc1nnc(SCC(=O)Nc2ccc3c(c2)OCO3)s1
 : -3 | -7
- CCOC(=O)c1cnn2c(C)cc(-c3ccc(F)cc3)nc12
 : 1 | 16
- O=C(NCCCN1CCN(CCCNC(=O)c2ccc3c(c2)OCO3)CC1)c1ccc2c(c1)OCO2
 : 5 | 5
- Cc1nc2c(C(=O)NCc3ccco3)cnn2c(C)c1Cc1ccc(F)cc1Cl
 : -8 | -43
- CC/S(CC1CC1(Cl)Cl)=N\S(=O)(=O)c1ccc(C)cc1 (configuration not stated)
 : 4 | 6
- Cc1nc(SCc2ccccc2C)n[nH]1
 : -9 | 16
- COCCNC(=O)CCCn1c(=O)c2ccccc2n(CC(=O)NCCC2=CCCCC2)c1=O
 : -6 | -4
- CC(=O)Nc1ccc(C(=O)c2ccccc2)cc1
 : 1 | -11
- COC(=O)CSc1nnc(CNC(=O)c2cccc(C)c2)n1-c1ccccc1OC
 : 13 | 21
- Cc1csc(NC(=O)c2cccc(Cn3nc(C)c(Br)c3C)c2)n1
 : 0 | -13
- COc1ccc(CCNc2oc(-c3ccc(OC)c(OC)c3)nc2C#N)cc1
 : -3 | -15
- CN1CCCCC1=NCCCn1cnc2c1c(=O)n(C)c(=O)n2C
 : 9 | -7
- COc1ccccc1NC(=O)Cn1cnc2c1c(=O)n(C)c(=O)n2C
 : -6 | 13
- CCC(=O)c1ccccc1OCCCN1C(=O)NC(C)(C)C1=O
 : 5 | 22
- Cc1ccccc1CN1CCN(CC(=O)NCc2ccco2)C1=O
 : 9 | 0
- CCCCNC(=O)CNC(=O)c1cccs1
 : -8 | 7
- Cc1ccc(NC(=O)N2CCCC2C(=O)Nc2ccc(-n3cnnn3)c(C)c2)cc1 (configuration not stated)
 : -3 | 8
- CCOc1ccccc1CNC(=O)C1CCN(c2nc3ccccc3o2)CC1
 : -6 | 18

Pulled by structure from the list above, six records:
Order of values – RAD54 branch | INS-1E GSIS act
- Cc1ccc(NC(=O)N2CCCC2C(=O)Nc2ccc(-n3cnnn3)c(C)c2)cc1 (configuration not stated)
 : -3 | 8
- COc1ccccc1NC(=O)Cn1cnc2c1c(=O)n(C)c(=O)n2C
 : -6 | 13
- Cc1csc(NC(=O)c2cccc(Cn3nc(C)c(Br)c3C)c2)n1
 : 0 | -13
- Cc1nc(SCc2ccccc2C)n[nH]1
 : -9 | 16
- Cc1nc2c(C(=O)NCc3ccco3)cnn2c(C)c1Cc1ccc(F)cc1Cl
 : -8 | -43
- CC(=O)Nc1ccc(C(=O)c2ccccc2)cc1
 : 1 | -11

This is a subset. The share of hits here may be higher or lower than overall.
